Screening results (PubChem BioAssay)
PvdQ inh – P. aeruginosa PvdQ acylase inhibition; purified PvdQ acylase, fluorescence plate reader; inhibition, % at 10 µM; actives 0.063% (n = 340,000); in the data active means inhibition above about 30%, passing the limit was not always enough; inconclusive means no clear call, values can overlap the other calls;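 further: 0% = vehicle neutral wells and 100% = reference inhibitor wells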
Rtt109 HAT inh – C. albicans Rtt109 histone acetyltransferase inhibition | Q5AAJ8 | purified Rtt109/Vps75, ThioGlo CoA-SH fluorescence, 4 h | inhibition, % at 34.9 µM | actives 0.16% (n = 330,000);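 active means inhibition of at least 50% in every replicate; inconclusive means best replicate reaches 50% inhibition but some replicates fall short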
CDK5 inh – CDK5/p35 (human) kinase inhibition. Q00535+Q15078. Recombinant CDK5/p35, ADP-Glo luminescence, 60 min. inhibition, % at 10 µM. actives 0.01% (n = 330,000). AID 488839;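 active means highest replicate inhibition of at least 50% and at least 75% of replicates reaching 50%; inconclusive means only one of the two criteria met; inactive means both criteria failed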;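 further: plate controls were DMSO neutral control for no effect and GW8510 at 10 µM for full effect; many of its hits are not listed in these tables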
Target sequence (Q00535 whole entry, looked up): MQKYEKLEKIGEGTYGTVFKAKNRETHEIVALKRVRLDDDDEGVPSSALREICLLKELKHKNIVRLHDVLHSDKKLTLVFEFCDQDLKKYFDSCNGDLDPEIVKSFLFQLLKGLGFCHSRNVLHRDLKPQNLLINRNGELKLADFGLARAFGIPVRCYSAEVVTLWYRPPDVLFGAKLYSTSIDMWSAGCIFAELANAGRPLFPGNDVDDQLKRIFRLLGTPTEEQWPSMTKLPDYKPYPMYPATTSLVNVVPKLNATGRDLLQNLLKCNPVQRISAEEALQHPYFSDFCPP
Target sequence (Q15078 whole entry, looked up): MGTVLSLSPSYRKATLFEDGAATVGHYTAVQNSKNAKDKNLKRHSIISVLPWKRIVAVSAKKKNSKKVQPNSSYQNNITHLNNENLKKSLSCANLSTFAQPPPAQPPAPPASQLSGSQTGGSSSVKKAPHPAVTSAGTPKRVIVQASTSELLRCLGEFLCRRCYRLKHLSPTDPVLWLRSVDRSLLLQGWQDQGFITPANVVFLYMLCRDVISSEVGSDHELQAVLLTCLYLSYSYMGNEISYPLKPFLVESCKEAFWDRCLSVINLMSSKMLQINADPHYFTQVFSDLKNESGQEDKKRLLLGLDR
NSD2 HMT inh – NSD2 (human) methyltransferase inhibition. NSD2 peptide methylation, AlphaScreen, 120 min. actives 0.54% (n = 310,000). O96028. inhibition, % at 12.5 µM; in the data active means inhibition above about 50%
PfHsp90 yeast 2 – reduces growth (ATP signal) of yeast expressing P. falciparum Hsp90 | actives 0.32% (n = 310,000) | inhibition, % at 9.4 µM | S. cerevisiae expressing PfHsp90, BacTiter-Glo ATP, 48 h; yeast lacking PDR1 and PDR3 efflux regulators;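 active means every replicate shows inhibition above about 80%, whatever the replicate mean, limit read from the data; inconclusive means mean inhibition reaches the set limit but some replicate falls short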;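 further: 0% = DMSO neutral controls and 100% = 20 µM radicicol positive controls; yeast relying on Plasmodium falciparum Hsp90 in place of its own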
Keap1-Nrf2 PPI – disrupts human Keap1 binding to Nrf2 peptide. Q14145. Keap1 Kelch-Nrf2 peptide fluorescence polarization, 1536-well. inhibition, % at 9.4 µM. actives 0.15% (n = 340,000). AID 504523; in the data active means inhibition above about 12%; inconclusive means no clear call, values can overlap the other calls; inactive means below about 7.3%;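 further: human Keap1 Kelch domain with fluorescein labeled Nrf2 9mer peptide probe; 0% = neutral control wells and 100% = peptide positive control; higher means more block of Keap1 binding to Nrf2 peptide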
cardiac RTF act – increases calcium sensitivity of human cardiac regulated thin filaments. P19429+P45379. IANBD-labeled TnC RTF fluorescence at EC20 calcium; 0% EC20 calcium, 100% full calcium. activation, % at 7.2 µM. actives 0.24% (n = 340,000);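 active means activation above the mean over all tested compounds plus 3 SD, cut at about 30% in these data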;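 further: rise in fluorescence read as greater calcium sensitivity of cardiac thin filaments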
SUMO Mot1 rescue – SUMOylation pathway inhibition by Mot1-301 growth rescue; AID 2716; growth rescue, % at 18.8 µM; actives 1% (n = 320,000); S. cerevisiae Mot1-301 growth rescue, ATP luminescence, 38.5C; percent above DMSO median, 100 means doubled;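 active means every valid replicate shows activation above 250% relative to neutral control wells; inactive means the rest, any valid replicate at or below 250%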;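 further: OY570 slx delta 5 strain wells were the positive control but not used for scaling; some compounds called inactive have numbers as strong as hits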
dFosB act – enhances mouse delta FosB homodimer DNA binding | purified delta FosB, TAMRA-CDK5 oligo fluorescence polarization; percent of positive-control signal above neutral wells | P13346 | activation, % at 25 µM | actives 0.99% (n = 340,000);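 active means mean activation above about 17%, with every replicate also reaching it, limit read from the data, passing the limit was not always enough; inconclusive means only one of the two conditions met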;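 further: fluorescence polarization rise as delta FosB binds a TAMRA Cdk5 AP-1 oligo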
Target sequence (P13346 whole entry, looked up): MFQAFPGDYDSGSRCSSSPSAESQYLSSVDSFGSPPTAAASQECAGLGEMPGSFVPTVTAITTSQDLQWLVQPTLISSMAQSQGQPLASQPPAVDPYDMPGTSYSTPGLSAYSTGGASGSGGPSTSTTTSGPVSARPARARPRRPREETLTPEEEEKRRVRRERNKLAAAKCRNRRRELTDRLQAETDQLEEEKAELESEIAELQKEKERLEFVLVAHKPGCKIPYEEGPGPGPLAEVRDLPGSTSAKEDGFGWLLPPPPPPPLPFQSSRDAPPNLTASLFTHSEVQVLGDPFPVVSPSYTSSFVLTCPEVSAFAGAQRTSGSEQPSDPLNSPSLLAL
C-LANA FP – blocks KSHV LANA C-terminal domain binding to DNA; inhibition, % at 9 µM; MBP-C-LANA/FAM-LBS DNA binding, fluorescence polarization; actives 0.078% (n = 340,000);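 active means highest replicate inhibition at or above 60% at 9 µM, even if other replicates fall short; inactive means all replicates below 60% inhibition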;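 further: 0% = neutral control wells and 100% = 4 µM acridine orange control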
RTF Ca sens inh – cardiac RTF calcium desensitization; P19429+P45379; IANBD-labeled cardiac RTF, Ca2+ fluorescence; inhibition, % at 7.15 µM; actives 0.12% (n = 340,000);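 active means inhibition above the mean inhibition of all tested compounds plus 3 SD, cut at about 17% in these data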;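 further: assay run at fixed EC70 calcium of 1.6 mM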
* hit, by the source's call; i = inactive; ? = inconclusive; . = not tested or not shown.

SMILES	PvdQ inh	Rtt109 HAT inh	CDK5 inh	NSD2 HMT inh	PfHsp90 yeast 2	Keap1-Nrf2 PPI	cardiac RTF act	SUMO Mot1 rescue	dFosB act	C-LANA FP	RTF Ca sens inh
C/C(Cc1ccccc1)=N\NC(=O)CNC(=O)c1cccc(F)c1	-1	37	-1.1	-3	1	2	-6	9	-6	-1.1	-6
CCOP(=O)(OCC)c1nc(-c2ccc(Cl)cc2Cl)oc1N1CCCCC1	-4	22	0.4	-2	-14	0	0	96	-14	-1.5	-7
Nc1ccc(S(=O)(=O)Nc2ncccn2)cc1	7	4	1.4	.	5	0	2	12	0	0.6	7
Nc1ccccc1Sc1nc2ccccc2[nH]1	-6	101*	0.8	.	-2	-2	1	.	-9	-1.0	-3
CC[C@@]1(C(=O)OC)N[C@H](CN(C)C(=O)COC)[C@@H]2C(=O)N(C)C(=O)[C@@H]21	1	4	2.6	.	-22	-2	-2	.	-1	-1.3	-1
NC(=O)c1ccc(NC(=O)CCC(=O)N2CCN(S(=O)(=O)c3ccc(Cl)cc3)CC2)cc1	1	-3	0.5	-1	-9	-4	4	i	10	-0.4	-11
O=Cc1ccccc1-n1cccn1	-1	-3	-1.7	-2	.	-6	-2	6	-1	0.0	-4
Cc1csc(=O)n1CCC(=O)OCC(=O)Nc1ccc(F)c(F)c1F	-12	6	-0.3	7	15	-1	1	47	-3	1.0	-13
O=C(CCC(=O)c1cccs1)Nc1ccccc1F	15	-15	0.7	-3	-2	5	-2	8	-5	-0.2	3
Cc1ccc(C(=O)Nc2nc3ccc(S(C)(=O)=O)cc3s2)o1	-10	-9	2.2	3	.	-2	5	85	-26	-0.3	-10
CCCCN1C(=O)C(C)=C(C)C1OCCc1ccc(OC)c(OC)c1 (centres undefined)	-9	-11	1.7	-3	2	-1	-4	2	6	0.3	-9
Nc1ccncc1N	-10	-2	0.7	.	-32	-4	1	5	3	-5.3	-12
Nc1ccc2[nH]c(=S)sc2c1	-5	-3	2.0	4	.	3	-3	.	-6	-0.9	0
CN(Cc1ccccc1)C(=O)CN1C(=O)NC2(CCCC2)C1=O	9	11	1.8	1	37	-2	-2	10	-2	0.3	-13
CN(C[C@H](Cc1ccccc1)N(C[C@H](Cc1ccccc1)N(CCC(C)(C)C)N=O)N=O)N=O	3	10	-0.5	.	-9	4	-9	-8	0	-0.1	5
Cc1occc1C(=O)NNC(=O)Nc1ccc(F)cc1F	-1	9	0.5	1	4	2	1	-11	-4	0.5	-3
COc1ccc(N(CC(=O)NCc2ccc(F)cc2)S(=O)(=O)c2c(C)noc2C)cc1	-3	-7	-3.5	-6	43	-6	0	-14	-7	-3.2	9
COCCOC(=O)c1c(C)n(C)c2ccc(OC(=O)c3c(OC)cccc3OC)cc12	-5	1	-0.9	0	-9	-4	0	-7	-14	0.7	-7
C=CCn1c(CCNC(=O)c2ccccc2F)nnc1SCC(=O)Nc1nc(C)cs1	6	-4	0.6	-1	4	-7	1	193	-1	-1.0	0
Cc1ccc(-c2ccnc(=S)[nH]2)cc1	-1	-14	-1.1	1	-3	8	-1	22	-8	1.8	-10
CN(Cc1ccccc1)c1ccc(S(=O)(=O)N2CCC(C(=O)O)CC2)cc1[N+](=O)[O-]	6	-4	0.1	0	19	-3	1	550*	5	1.1	9
O=S(=O)(O)c1nc2ccccc2n1Cc1ccccc1	-12	3	0.1	2	6	-1	22	3	-2	0.6	-5
CCCCC(=O)Nc1ccc(C(=O)NNC(=O)c2ccc(C)c(Br)c2)cc1	8	9	1.9	1	-14	0	8	-7	-10	-0.6	-10
Cc1cccc(OC(C)C(=O)N/N=C\c2ccncc2)c1 (centres undefined)	-7	2	0.1	-1	-6	-7	3	-11	3	-1.8	2
CN(C)S(=O)(=O)c1cccc(C(=O)NCC2(N3CCOCC3)CCCCC2)c1	6	1	3.5	-2	-4	1	3	-5	1	-0.9	-4

Three entries out of the list, sorted by count of non-hydrogen atoms, falling.
SMILES	PvdQ inh	Rtt109 HAT inh	CDK5 inh	NSD2 HMT inh	PfHsp90 yeast 2	Keap1-Nrf2 PPI	cardiac RTF act	SUMO Mot1 rescue	dFosB act	C-LANA FP	RTF Ca sens inh
CN(C[C@H](Cc1ccccc1)N(C[C@H](Cc1ccccc1)N(CCC(C)(C)C)N=O)N=O)N=O	3	10	-0.5	.	-9	4	-9	-8	0	-0.1	5
CN(Cc1ccccc1)c1ccc(S(=O)(=O)N2CCC(C(=O)O)CC2)cc1[N+](=O)[O-]	6	-4	0.1	0	19	-3	1	550*	5	1.1	9
Cc1ccc(-c2ccnc(=S)[nH]2)cc1	-1	-14	-1.1	1	-3	8	-1	22	-8	1.8	-10

In the list so far, these have a Cl atom.
SMILES	PvdQ inh	Rtt109 HAT inh	CDK5 inh	NSD2 HMT inh	PfHsp90 yeast 2	Keap1-Nrf2 PPI	cardiac RTF act	SUMO Mot1 rescue	dFosB act	C-LANA FP	RTF Ca sens inh
CCOP(=O)(OCC)c1nc(-c2ccc(Cl)cc2Cl)oc1N1CCCCC1	-4	22	0.4	-2	-14	0	0	96	-14	-1.5	-7
NC(=O)c1ccc(NC(=O)CCC(=O)N2CCN(S(=O)(=O)c3ccc(Cl)cc3)CC2)cc1	1	-3	0.5	-1	-9	-4	4	i	10	-0.4	-11

Next records
SMILES	PvdQ inh	Rtt109 HAT inh	CDK5 inh	NSD2 HMT inh	PfHsp90 yeast 2	Keap1-Nrf2 PPI	cardiac RTF act	SUMO Mot1 rescue	dFosB act	C-LANA FP	RTF Ca sens inh
O=C(CN1C(=O)NC2(CCCCCCC2)C1=O)Nc1ccc(Br)cc1	-1	-9	0.8	2	.	-2	-4	-7	-6	-0.8	4
Cc1ccc(-n2nc3c(=O)n(CC(=O)NCCc4cccs4)nc(C)c3c2C)cc1	-8	3	-2.6	-3	-2	-2	-2	1	0	-0.3	-10
O=S(=O)(NNc1ncc(C(F)(F)F)cc1Cl)c1ccc(F)cc1F	-8	-3	1.1	-3	-30	-3	-1	-6	5	-1.0	-3
CC(=O)Nc1nc(-c2ccc3c(c2)CC(C)N3C(=O)C2CC2)c(C)s1 (centres undefined)	-17	2	-0.7	7	11	-9	0	-12	-15	0.7	-9
CC[C@]12c3[nH]c4cc(-c5ccco5)ccc4c3CCN1C(=O)[C@@H](CC(=O)NCCCOC)C[C@@H]2C(=O)N1CCN(C(=O)C2CC2)CC1	1	6	0.9	.	-8	-7	-1	.	-2	1.6	0
C=CCOc1cccc(C2/C(=C(/O)c3ccc(C)cc3)C(=O)C(=O)N2CCN2CCOCC2)c1 (centres undefined)	-4	6	-0.7	-3	-21	-9	0	-5	-6	-1.5	0
CCC(=O)N1CCc2cc(S(=O)(=O)NCCN3CCCCC3CC)ccc21 (centres undefined)	-7	-1	-2.5	1	0	-6	9	200	-3	1.9	0
Cc1ccc(C(=O)NCC(=O)Nc2ccc3c(c2)CCC3)cc1	-5	-2	0.1	-3	-2	-2	-2	-5	-4	1.1	3
COc1ccc(CNCCNC(=O)c2cccs2)cc1OC	-10	-17	-3.7	-2	-11	0	4	33	-2	-1.0	-13
Cc1cc(C(=O)COC(=O)C2=NNC(=O)CC2)c(C)n1CCc1ccccc1	-7	12	-0.5	5	12	1	0	.	-6	0.2	-5
COCCn1nnnc1CN1C2CCCC1CC(NC(C)=O)C2 (centres undefined)	-4	5	0.5	0	-23	-2	-1	-1	6	-0.2	-1
C=CCOC(=O)C1=C[C@@H](c2ccc3c(c2)OCO3)C[C@@H](OCc2ccc(CO)cc2)O1	9	8	0.0	.	8	-3	-4	25	10	-0.5	9
CCOc1ccc2nc(SCC(=O)NCc3ccc(S(N)(=O)=O)cc3)sc2c1	-6	-9	-0.8	0	1	-2	-1	29	-3	1.9	-1
Cn1ncc2c(O/N=C(\N)c3ccc(C(C)(C)C)cc3)ncnc21	8	0	5.7	0	-34	-3	-6	-16	-20	-0.6	-3
C=CCNc1nc(Cl)nc(Nc2ccccc2)n1	-10	-5	0.5	-2	-9	-2	-4	-1	-10	0.4	-10
CCCOC(=O)C1=C(C)NC(=O)NC1c1ccc(Br)s1 (centres undefined)	-5	-11	-7.4	1	24	-7	5	-3	-1	0.1	4
CN1CCN(C(=O)N2c3ccccc3C=Cc3ccccc32)CC1	-8	0	0.1	1	-4	3	0	-4	5	-0.9	-2
O=c1oc2ccccc2n1CSC1=NCCS1	-1	?	-0.7	1	9	-4	-3	5	6	1.0	-3
O=C(CSc1nnc(-c2ccccc2)n1Cc1ccco1)Nc1ccc2c(c1)OCCO2	3	6	4.6	3	.	-4	1	-2	1	-0.6	2
CN(CCC(=O)c1ccccc1)CCC(=O)c1ccccc1	-12	-3	-1.4	18	-8	-1	3	-8	1	0.1	-4
COc1ccc(N2CCN(C(c3ccccc3)c3sc4nc(C)nn4c3O)CC2)cc1 (centres undefined)	-6	-5	1.7	.	-7	-4	3	1	-16	-1.6	-4
Cc1cnc(C(=O)N2CCCC(C(=O)c3cccc(OC(C)C)c3)C2)cn1 (centres undefined)	10	-13	2.7	-2	9	-3	5	.	3	-0.9	-7
Cc1cc(=O)oc2cc(OCCSCCN3CCOCC3)ccc12	-4	1	0.0	-1	0	-2	-4	0	-14	6.9	-4
COC(=O)[C@H]1C[C@@H]1[C@H](NC(=O)c1ccccc1)c1ccccc1	-5	3	-3.6	.	21	-5	-6	9	-3	-3.8	-11
CCn1c(N)c(C(=O)N2CCOCC2)sc1=S	-19	2	1.1	-1	-12	-5	3	-2	-4	0.2	-4
Cc1cc(S(=O)(=O)N(Cc2ccc3c(c2)OCO3)CC2CCCO2)ccc1-n1cnnn1 (centres undefined)	-19	7	0.2	.	0	-3	7	-24	-6	0.4	-5
C[C@@H]1NS(=O)(=O)[C@H]2C[C@@H]3C=C[C@]2(O3)[C@H]1OC(=O)c1ccc(C(C)(C)C)cc1	10	-7	1.5	.	4	-3	-2	-10	-5	5.6	-3
O=C(Nc1nccs1)c1sc2cc(Cl)ccc2c1Cl	-15	10	-7.9	1	.	-9	10	-1	-10	0.5	3
Cc1c(CC(=O)NCC(=O)N[C@H](Cc2ccccc2)C(=O)O)c(=O)oc2cc(O)ccc12	6	-282	-1.0	.	7	2	-1	-1	0	0.1	4
CCn1cc(C(=O)NN)c(=O)c2cc(F)c(N3CCN(C)CC3)cc21	-3	3	0.7	4	-1	0	2	33	4	0.9	-7

Six of the entries above in order of the NSD2 HMT inh value, smallest number first:
smiles | NSD2 HMT inh
CN(C)S(=O)(=O)c1cccc(C(=O)NCC2(N3CCOCC3)CCCCC2)c1 | -2
NC(=O)c1ccc(NC(=O)CCC(=O)N2CCN(S(=O)(=O)c3ccc(Cl)cc3)CC2)cc1 | -1
CCC(=O)N1CCc2cc(S(=O)(=O)NCCN3CCCCC3CC)ccc21 (centres undefined) | 1
O=S(=O)(O)c1nc2ccccc2n1Cc1ccccc1 | 2
Nc1ccc2[nH]c(=S)sc2c1 | 4
CN(CCC(=O)c1ccccc1)CCC(=O)c1ccccc1 | 18
